# From PubChem BioAssay
# SENP8 inh: SENP8 protease inhibition. Q96LD8. purified SENP8, Z-RLRGG-aminoluciferin cleavage, luminescence. inhibition, % at 10 µM. actives 1.2% (n = 330,000)
# Apaf-1 inh: blocks human Apaf-1 apoptosome activity; reconstituted apoptosome caspase-3 activity, DEVD-Rh110 fluorescence; inhibition, % at 20 µM; actives 0.71% (n = 330,000); AID 489030; active = inhibition of at least 40% at 20 µM;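 also: plate controls were DMSO wells for no effect and DEVD-CHO caspase inhibitor wells for full effect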
# Target sequence (O14727 whole entry, looked up): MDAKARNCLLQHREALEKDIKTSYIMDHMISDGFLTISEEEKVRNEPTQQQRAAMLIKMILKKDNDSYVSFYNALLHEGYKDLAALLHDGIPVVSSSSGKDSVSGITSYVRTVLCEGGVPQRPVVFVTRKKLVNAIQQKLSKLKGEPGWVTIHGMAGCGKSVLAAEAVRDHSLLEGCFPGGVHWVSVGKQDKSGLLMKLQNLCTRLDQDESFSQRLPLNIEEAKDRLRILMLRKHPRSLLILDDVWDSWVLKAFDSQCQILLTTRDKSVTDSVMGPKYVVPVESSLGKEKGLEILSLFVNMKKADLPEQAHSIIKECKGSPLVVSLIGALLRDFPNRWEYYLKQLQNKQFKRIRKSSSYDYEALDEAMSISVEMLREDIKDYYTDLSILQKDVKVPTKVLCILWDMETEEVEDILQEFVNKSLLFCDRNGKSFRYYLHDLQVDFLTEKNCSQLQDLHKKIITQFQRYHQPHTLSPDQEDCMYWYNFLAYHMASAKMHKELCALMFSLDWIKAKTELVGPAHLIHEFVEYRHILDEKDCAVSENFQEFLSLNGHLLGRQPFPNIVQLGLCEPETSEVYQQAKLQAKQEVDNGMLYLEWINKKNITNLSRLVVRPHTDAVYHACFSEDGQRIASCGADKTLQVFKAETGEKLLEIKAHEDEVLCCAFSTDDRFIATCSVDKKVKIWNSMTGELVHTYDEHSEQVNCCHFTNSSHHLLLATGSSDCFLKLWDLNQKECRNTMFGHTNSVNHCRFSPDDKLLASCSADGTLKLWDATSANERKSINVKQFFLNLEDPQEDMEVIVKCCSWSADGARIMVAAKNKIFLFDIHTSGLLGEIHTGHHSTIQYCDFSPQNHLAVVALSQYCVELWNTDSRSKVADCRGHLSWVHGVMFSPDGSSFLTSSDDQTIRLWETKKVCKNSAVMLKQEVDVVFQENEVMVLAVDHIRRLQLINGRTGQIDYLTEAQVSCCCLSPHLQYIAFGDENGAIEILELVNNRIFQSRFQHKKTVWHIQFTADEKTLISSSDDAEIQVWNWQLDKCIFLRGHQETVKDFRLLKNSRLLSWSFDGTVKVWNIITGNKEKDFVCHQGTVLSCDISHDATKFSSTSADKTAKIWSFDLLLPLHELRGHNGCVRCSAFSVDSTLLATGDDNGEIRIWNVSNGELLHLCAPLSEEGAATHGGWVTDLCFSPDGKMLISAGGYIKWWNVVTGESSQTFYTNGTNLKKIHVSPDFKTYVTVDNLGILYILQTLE
#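 detection = Rh110 fluorescence intensity | test system = biochemical Apaf-1 apoptosome reconstitution | also added = cytochrome c and DEVD-Rh110 substrate | schedule = 30 min plus 50 min, RT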
# EBI2 antag: antagonists of human EBI2 receptor | EBI2 beta-arrestin recruitment, luminescence, 7a,25-OHC stimulated | inhibition, % at 5 µM | actives 0.81% (n = 360,000) | P32249; in the data active = inhibition above about 38%;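 also: enzyme fragment complementation signal reports receptor beta-arrestin coupling in cells; 0% = agonist plus DMSO wells and 100% = wells without agonist; some results beyond the cut were filed as inactive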
# UBC13 polyUb: blocks human UBC13 polyubiquitin chain formation; P61088; TR-FRET; inhibition, % at 20 µM; actives 0.47% (n = 330,000); in the data active = inhibition above about 45%, passing the limit was not always enough
# Gli-Sufu antag: antagonists of Gli-Sufu signaling; Sufu-KO-LIGHT fibroblasts, Gli luciferase reporter luminescence; inhibition, % at 5 µM; actives 0.74% (n = 340,000); AID 588413;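 active = inhibition above about 55%, limit read from the data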;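 also: 0% = DMSO-treated cells and 100% = wells with medium but no cells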
# 697 NFkB inh: inhibitors of the PMA/ionomycin-induced NF-kB reporter in 697 B cells; 697 B-cell NF-kB luciferase reporter, 16 h; inhibition, % at 4 µM; actives 0.33% (n = 330,000); AID 435022; in the data active = inhibition above about 35%
# Jurkat NFkB inh: inhibitors of the PMA/ionomycin-induced NF-kB reporter in Jurkat cells. inhibition, % at 4 µM. actives 0.53% (n = 330,000). AID 435003. PMA/ionomycin-induced NF-kB luciferase reporter, luminescence
# CCR6 antag: CCR6 (human) receptor antagonism. P51684. CHO-K1 CCR6 PathHunter beta-arrestin, luminescence, CCL20-stimulated. inhibition, % at 20 µM. actives 0.49% (n = 340,000). AID 493098;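 active = compounds whose inhibition of the agonist-driven luminescence signal at 20 µM reaches about 50%, limit read from the data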;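 also: cells stimulated with CCL20 at 14 nM final; plate controls were DMSO with CCL20 for no effect and DMSO without agonist for full effect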
# * = called active by the depositor. Rule as the data show it, unless noted: active = inhibition above about 50%; inactive = the rest. These rows are one share of the data. The share of hits here may be higher or lower than overall.
# Codes: A = SENP8 inh; B = Apaf-1 inh; C = EBI2 antag; D = UBC13 polyUb; E = Gli-Sufu antag; F = 697 NFkB inh; G = Jurkat NFkB inh; H = CCR6 antag
CC(=O)Nc1cccc(NC(=O)C(=O)c2cn(CC(=O)N3CCCCC3)c3ccccc23)c1
  A: -4; B: 7; C: -6; D: -15; E: -31; F: -7; G: -67; H: 2

Cc1cc(C)cc(SCc2noc(C(=O)NCC3CCCO3)c2C(=O)O)c1 (stereo unspecified)
  A: -15; B: 1; C: -3; D: 2; E: -5; F: 21; G: -8; H: -8

CC(=C\C(=O)O)/C(=C/c1ccco1)C(=O)O
  A: -6; B: -18; C: 5; D: -6; E: 1; F: 4; G: -1; H: 7

CCCc1[nH]n(-c2ccc(F)cc2)c(=O)c1C=Nc1ccc(C)cc1
  A: -9; B: 20; C: -4; D: 7; E: -18; F: 13; G: -6; H: 8

Cc1ccccc1CN1CCN(Cc2ccc3cccc(F)c3n2)CC1CCO (stereo unspecified)
  A: 4; B: 7; C: 9; D: 1; E: 21; F: 17; G: 10; H: 8

CSc1ncccc1C(=O)Nc1cccc(S(=O)(=O)N2CCOCC2)c1
  A: 5; B: -10; C: 0; D: -4; E: 2; F: -18; G: -11; H: 2

CC(NC(=O)C1CC1)c1ccc(-c2ccccc2)cc1 (stereo unspecified)
  A: -8; B: -14; C: -5; D: -7; E: 0; F: -14; G: 12; H: -2

COc1cc(-c2noc(-c3cccs3)n2)cc(OC)c1OC
  A: 0; B: 10; C: 7; D: 9; E: -5; F: -4; G: -8; H: 4

C=CCC1c2cccc(C(=O)O)c2C(=O)N1c1ccc(F)cc1 (stereo unspecified)
  A: -12; B: -10; C: -8; D: 12; E: -2; F: 15; G: 12; H: -11

COc1ccc(N2CCN(c3nc4cc(C)ccc4cc3C=O)CC2)cc1
  A: 0; B: 18; C: 3; D: -2; E: -54; F: -10; G: 6; H: 14

O/N=C/c1cccnc1Sc1ccccc1
  A: 0; B: -6; C: -2; D: -3; E: 0; F: 24; G: 4; H: -4

Cc1ccc(S(=O)(=O)N(C)c2cc(S(=O)(=O)Nc3ccncc3)c(C)cc2C)cc1
  A: -2; B: -3; C: -5; D: 8; E: 5; F: 4; G: -11; H: -34

O=c1cc(CO)oc(C(Nc2cccc(C(F)(F)F)c2)c2ccccn2)c1O (stereo unspecified)
  A: -1; B: 4; C: 2; D: 97*; E: 14; F: 4; G: -17; H: 8

Cc1ccc(NC(=O)COC(=O)/C=C/c2cccs2)cc1
  A: 6; B: 8; C: -17; D: -8; E: -5; F: 8; G: 4; H: 13

CCN(C(=O)COC(=O)CC(C)c1ccccc1)c1c(N)n(Cc2ccccc2)c(=O)[nH]c1=O (stereo unspecified)
  A: -6; B: 1; C: -10; D: 4; E: -2; F: -13; G: -3; H: 10

O=C(Cn1cnc2c(OCc3ccccc3)ncnc21)NCCCc1ccccc1
  A: -18; B: 3; C: 4; D: -20; E: 21; F: -8; G: -7; H: 6

O=c1[nH]c(N2CCN(c3ccccc3)CC2)nc2c1CCC2
  A: -1; B: -4; C: 6; D: -2; E: 2; F: 10; G: 10; H: 1

O=C(Cn1c(-c2ccccc2)noc1=O)NCc1ccccc1
  A: 0; B: -14; C: -12; D: 0; E: -1; F: 33; G: 14; H: 3

CC(/C=C/c1ccccc1)=N\NC(=O)c1ccc2c(c1)OCCO2
  A: 3; B: 9; C: -7; D: -6; E: -16; F: 4; G: -7; H: 6

Cc1ccccc1-n1c(SCC(=O)N/N=C/C=C/c2ccccc2[N+](=O)[O-])nc2ccccc2c1=O
  A: -9; B: 12; C: 4; D: -12; E: -11; F: 22; G: 15; H: 19

Cc1cccc(N=C2NC(=O)/C(=C/c3cccn3C)S2)c1
  A: 14; B: 8; C: 1; D: -6; E: 0; F: -10; G: -17; H: 9

COc1ccc(N2CCN(CC(=O)Nc3nc4c(s3)CC(C)CC4)CC2)cc1 (stereo unspecified)
  A: -5; B: 19; C: 6; D: 1; E: 7; F: 8; G: 1; H: 1

CSc1ccccc1OCc1cc(C(=O)N2CCSCC2)no1
  A: 5; B: 8; C: 2; D: -5; E: -55; F: -123; G: -90; H: 8

CN(C)C=NC(=O)c1[nH]c2ccc(Cl)cc2c1-c1ccccc1
  A: -5; B: 21; C: 18; D: 18; E: -6; F: -6; G: 6; H: -5

Cc1cnc(C(=O)OCC(=O)Nc2cccc(C)c2C)cn1
  A: -12; B: -10; C: -5; D: -8; E: 1; F: 4; G: -15; H: -3

O=C(Nc1ccnn1C1CCN(C/C=C/c2ccccc2)CC1)c1ccccc1
  A: -8; B: 10; C: 1; D: -3; E: -18; F: -3; G: -4; H: 10

CC1=CCC2C(=O)N(c3ccc(C)c(Br)c3)C(=O)C2C1 (stereo unspecified)
  A: -10; B: 3; C: -2; D: 4; E: 39; F: 9; G: -8; H: 6

Cc1ccc(-c2ccccc2NC(=O)C2C3C=CC(C3)C2C(=O)O)o1 (stereo unspecified)
  A: -7; B: 8; C: -4; D: -11; E: 13; F: -6; G: -9; H: 24

Cc1ccccc1NC(=O)/C(C#N)=C\c1cc(C)n(-c2ccc(C(=O)O)cc2)c1C
  A: 0; B: -8; C: 7; D: 11; E: 3; F: 40*; G: 5; H: 20

COc1cccc(CSc2nnnn2-c2ccc(O)cc2)c1
  A: -11; B: 6; C: 2; D: 10; E: 5; F: -9; G: -13; H: 12

# Single records, as listed above. Values in the order: SENP8 inh | Apaf-1 inh | EBI2 antag | UBC13 polyUb | Gli-Sufu antag | 697 NFkB inh | Jurkat NFkB inh | CCR6 antag
# Profile of O=C(Cn1c(-c2ccccc2)noc1=O)NCc1ccccc1 : 0 | -14 | -12 | 0 | -1 | 33 | 14 | 3
# Profile of CN(C)C=NC(=O)c1[nH]c2ccc(Cl)cc2c1-c1ccccc1 : -5 | 21 | 18 | 18 | -6 | -6 | 6 | -5
# Profile of O=c1[nH]c(N2CCN(c3ccccc3)CC2)nc2c1CCC2 : -1 | -4 | 6 | -2 | 2 | 10 | 10 | 1
# Profile of Cc1ccccc1-n1c(SCC(=O)N/N=C/C=C/c2ccccc2[N+](=O)[O-])nc2ccccc2c1=O : -9 | 12 | 4 | -12 | -11 | 22 | 15 | 19
# Profile of COc1cccc(CSc2nnnn2-c2ccc(O)cc2)c1 : -11 | 6 | 2 | 10 | 5 | -9 | -13 | 12

# The list goes on.
# Codes: A = SENP8 inh; B = Apaf-1 inh; C = EBI2 antag; D = UBC13 polyUb; E = Gli-Sufu antag; F = 697 NFkB inh; G = Jurkat NFkB inh; H = CCR6 antag
Cc1ccc(CNC(=S)Nc2cc(C(=O)O)ccc2C)cc1
  A: 8; B: -7; C: 5; D: 3; E: 3; F: 16; G: 4; H: -7

Cc1cccc(OCc2nnc(SCc3nc4cc(C(F)(F)F)ccc4c(=O)[nH]3)o2)c1
  A: -3; B: 30; C: 3; D: -24; E: 11; F: -19; G: -26; H: 7

C[C@H](CO)N1C[C@H](C)[C@@H](CN(C)Cc2ccncc2)Oc2c(NC(=O)Cc3ccccc3)cccc2C1=O
  A: 5; B: -1; C: -5; D: 2; E: 12; F: 0; G: 1; H: 11

Cn1c(SCC(=O)Nc2ccccc2F)nnc1-c1cc2ccccc2o1
  A: -17; B: -1; C: -10; D: 8; E: -1; F: 14; G: -9; H: 2

CC1CCN(C(=S)NC2CC3CCC2C3)CC1 (stereo unspecified)
  A: 2; B: 14; C: 7; D: 10; E: 3; F: 5; G: 8; H: 6

O=C(COC(=O)Cc1cccc(F)c1)NCCc1ccccc1
  A: 4; B: -11; C: -5; D: 6; E: -10; F: 20; G: 12; H: 11

Cc1ccc2nc(SCC(=O)Nc3c(C)n(C)n(-c4ccccc4)c3=O)[nH]c2c1
  A: 1; B: -5; C: -6; D: 12; E: 1; F: 17; G: 21; H: -6

CCOC(=O)C1=C(C)NC(=NC)SC1c1ccccc1 (stereo unspecified)
  A: -8; B: 9; C: -5; D: 0; E: -3; F: -2; G: -5; H: 0

CCCCN1CC(=O)N2Cc3[nH]c4ccccc4c3C[C@H]2C1=O
  A: -6; B: 6; C: -2; D: 1; E: 4; F: -2; G: -16; H: 2

Cc1ccc(O)c(C(CC(=O)NCc2ccco2)c2ccccc2)c1 (stereo unspecified)
  A: -14; B: 2; C: 3; D: -2; E: 12; F: 7; G: -5; H: -1

COc1ccc2ccn(C)c2c1
  A: -4; B: 3; C: -14; D: -6; E: -2; F: 5; G: -1; H: 14

Cc1ccc(-n2ccnc(SCC(=O)NC3CCCC3)c2=O)cc1Cl
  A: -14; B: 5; C: -3; D: 5; E: -8; F: -14; G: -2; H: 3

CC(C)(C)NC(=O)NC(=O)COC(=O)c1cc[n+]([O-])cc1
  A: -1; B: -3; C: -2; D: 0; E: -6; F: 18; G: -2; H: 9

COc1cccc(OC)c1OCCCCc1c(C)n[nH]c1C
  A: -4; B: -4; C: -3; D: 1; E: 5; F: -4; G: -2; H: 4

O=C(c1ccc2ccccc2c1)N1CCN(c2ccc(O)cc2)CC1
  A: -3; B: 10; C: 57*; D: 4; E: 26; F: -23; G: -9; H: 8

COc1ccc(Nc2c(C)cccc2C)cc1
  A: -1; B: 18; C: 16; D: -2; E: 1; F: -23; G: -8; H: 9

O=C(NCCCCc1ccccc1)c1cc([N+](=O)[O-])cc([N+](=O)[O-])c1
  A: -19; B: 6; C: 0; D: -2; E: 7; F: 2; G: -11; H: 1

CSc1nsc(/C=C/Nc2cccc(Cl)c2)c1C#N
  A: 30; B: 18; C: -4; D: -10; E: -2; F: 14; G: 14; H: 2

CCCOC(=O)c1cccc(NC(=O)COc2ccc([N+](=O)[O-])cc2)c1
  A: -2; B: 19; C: 4; D: -8; E: -18; F: -18; G: 0; H: 13

CCn1cc(CNC(=S)Nc2cccc(Cl)c2C)cn1
  A: 0; B: 5; C: 7; D: 1; E: -3; F: 10; G: -3; H: 6

CC(=O)NC(CC(=O)NCCc1ccccc1)c1ccccc1 (stereo unspecified)
  A: -1; B: 2; C: 2; D: 2; E: 5; F: 1; G: 1; H: -8

C/C(Cl)=C/Cn1c(N2CCCC2)nc2c1c(=O)[nH]c(=O)n2C
  A: -2; B: -12; C: -6; D: -2; E: -1; F: -19; G: -7; H: 4

CN1CCN(C(=O)C2(NC(=O)Nc3cccc(F)c3)CCCCC2)CC1
  A: 3; B: -12; C: 3; D: 5; E: 5; F: 10; G: -5; H: -12

O=C(COc1ccccc1)Nc1nc2ccccc2[nH]1
  A: -19; B: 8; C: 7; D: -1; E: -12; F: -61; G: -53; H: 5

CCCNC(=O)C1(CC2CC(c3ccccc3)=NO2)CCN(C(=O)c2cc(OCC)c(OCC)c(OCC)c2)CC1 (stereo unspecified)
  A: -12; B: 2; C: -8; D: -1; E: 10; F: -1; G: 3; H: 8

CC(C)c1ccc(/C=N/NC(=O)CC(=O)NC2CCCCC2)cc1
  A: -2; B: 12; C: 3; D: 3; E: -3; F: -4; G: 7; H: 3

CCN(C[C@H]1N[C@@](CC)(C(=O)OC)[C@H]2C(=O)N(Cc3ccccc3)C(=O)[C@@H]12)S(=O)(=O)c1ccccc1
  A: -6; B: 15; C: 4; D: -12; E: 5; F: -5; G: -11; H: 6

CCn1cc(CNC(=O)C2C3CCC(C3)C2C(=O)O)cn1 (stereo unspecified)
  A: 4; B: 3; C: -7; D: -4; E: -3; F: 12; G: 17; H: 7

COCCCNc1ccnc2c(Cl)cccc12
  A: -18; B: 3; C: -2; D: -11; E: -1; F: -6; G: -4; H: 4

COc1ccc(NC(=O)C(C)Sc2nnc3c4c(nc(-c5ccc(OC)cc5)n23)CC(C)(C)OC4)cc1 (stereo unspecified)
  A: 1; B: 15; C: 34; D: 2; E: 28; F: -10; G: 10; H: 5

Cc1ccc(-c2c[n+](CC(=O)OCc3ccccc3)c3n2CCC3)cc1
  A: -13; B: 9; C: 0; D: -1; E: 2; F: -12; G: 15; H: -5

FC(F)(F)c1cccc(-n2c(Cn3nnc4ccccc43)n[nH]c2=S)c1
  A: -1; B: 2; C: 0; D: 3; E: 19; F: -2; G: -3; H: -6

CCC1/C(=N\O)CC(c2ccco2)NC1c1ccco1 (stereo unspecified)
  A: 1; B: 2; C: 6; D: 6; E: 0; F: 25; G: -3; H: -6

COc1cccc(CNC(=O)C2CCC(=O)N(C3CC3)C2)c1OC (stereo unspecified)
  A: -6; B: -5; C: -2; D: 6; E: 1; F: 9; G: 8; H: -4
